TAAR1 antagonist: antagonists of human TAAR1 | CHO RD-HGA16 TAAR1, Fluo-8 calcium fluorescence, antagonist | inhibition, % at 3 µM | actives 1.5% (n = 360,000) | AID 624466;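 active means inhibition above a per-plate cutoff, the mean inhibition of test compounds on that plate plus 3 SD, cut at about 49% in these data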;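 further: 0% = DMSO plus EC80 beta-PEA response and 100% = DMSO alone without agonist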
Target sequence (Q96RJ0 whole entry, looked up): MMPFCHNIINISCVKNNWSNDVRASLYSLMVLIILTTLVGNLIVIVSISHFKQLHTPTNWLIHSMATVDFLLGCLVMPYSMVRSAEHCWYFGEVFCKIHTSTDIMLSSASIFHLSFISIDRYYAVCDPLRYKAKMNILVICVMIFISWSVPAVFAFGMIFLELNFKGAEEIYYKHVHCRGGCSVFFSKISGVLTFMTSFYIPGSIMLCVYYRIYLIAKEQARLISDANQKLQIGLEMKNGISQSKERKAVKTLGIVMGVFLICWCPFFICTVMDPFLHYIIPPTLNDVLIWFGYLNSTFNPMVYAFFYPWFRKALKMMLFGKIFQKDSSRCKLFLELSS
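Material: CHO RD-HGA16 cells bearing hTAAR1; compound dosing: one-point dosing, 3 µM nominal final; schedule: dye loading 75 min at 37 °C, then 30 min room temperature; measured by: calcium fluorescence with Fluo-8; control set: vehicle and agonist controls; replication: n of 1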
M1 antag: blocks human M1 muscarinic receptor | P11229 | CHO-K1 hM1, Fluo-8 calcium fluorescence, ACh EC80 antagonist | inhibition, % at 3 µM | actives 1.3% (n = 360,000);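 active means percent inhibition above its own plate's cutoff, namely the mean of that plate's compound wells plus 3 SD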;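 further: peak over basal fluorescence ratio during 140 s after agonist addition; 0% = ACh EC80 plus DMSO and 100% = DMSO alone without agonist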
Target sequence (P11229 whole entry, looked up): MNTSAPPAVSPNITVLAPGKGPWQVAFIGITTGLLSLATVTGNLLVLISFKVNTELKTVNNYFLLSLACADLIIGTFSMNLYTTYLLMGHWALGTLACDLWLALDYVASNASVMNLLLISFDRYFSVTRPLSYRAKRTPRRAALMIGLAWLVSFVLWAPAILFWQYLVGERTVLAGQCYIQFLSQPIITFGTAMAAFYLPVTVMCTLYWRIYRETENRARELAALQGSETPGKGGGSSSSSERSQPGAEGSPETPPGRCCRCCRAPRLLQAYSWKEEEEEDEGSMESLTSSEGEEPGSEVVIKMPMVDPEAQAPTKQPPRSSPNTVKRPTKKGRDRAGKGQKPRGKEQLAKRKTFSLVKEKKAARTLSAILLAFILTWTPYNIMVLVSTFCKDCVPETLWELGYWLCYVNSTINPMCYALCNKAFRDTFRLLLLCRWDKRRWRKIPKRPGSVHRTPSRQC
CHRM1 PAM: potentiates human M1 receptor response to acetylcholine. activation, % at 3 µM. P11229. AID 588819. CHO-K1 hM1, Fluo-8 calcium fluorescence, ACh EC20; 0% = ACh EC20, 100% = maximal ACh. actives 0.088% (n = 360,000); in the data active means activation above about 19%, passing the limit was not always enough
CHRM1 agonist: agonists of human M1 muscarinic receptor; P11229; CHO-K1 hM1, Fluo-8 calcium fluorescence, agonist mode; 0% DMSO, 100% acetylcholine EC100; activation, % at 3 µM; actives 0.33% (n = 360,000); AID 588814;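 active means activation above the run's mean compound activation plus 3 SD, cut at about 16% in these data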;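 further: peak over basal fluorescence ratio within a 140 s kinetic read after compound addition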
M1 PAM parental: nonselective activator or artifact in parental CHO-K1 calcium assay | actives 0.02% (n = 360,000) | ATP EC20, Fluo-8 calcium fluorescence; 0% at ATP EC20, 100% at ATP max | AID 602247 | activation, % at 3 µM;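 active means activation above the run cutoff, the mean activation of all test compounds plus 3 SD, cut at about 40% in these data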;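 further: peak over basal fluorescence ratio in a 140 s read after ATP addition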
CHO-K1 Ca antag: nonselective inhibitor or artifact in parental CHO-K1 cells | inhibition, % at 3 µM | actives 0.6% (n = 360,000) | ATP-induced calcium, Fluo-8 fluorescence;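 active means inhibition above a per-plate cutoff, the plate's mean sample inhibition plus 3 SD, cut at about 24% in these data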;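 further: 0% = DMSO plus EC80 ATP and 100% = DMSO alone without ATP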
M1 ag parental: nonselective activator or artifact in parental CHO-K1 cells; Fluo-8 calcium fluorescence; scaled to maximal ATP response, vehicle zero; actives 0.48% (n = 360,000); AID 602248; activation, % at 3 µM; in the data active means activation above about 15%;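 further: untransfected CHO-K1 host cells lacking M1 receptor as counterscreen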
TAAR1 ag: agonists of human TAAR1. Q96RJ0. CHO RD-HGA16 TAAR1, Fluo-8 calcium fluorescence; vehicle wells 0%, saturating PEA agonist 100%. activation, % at 3 µM. actives 0.99% (n = 360,000). AID 624467;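 active means activation above the mean activation of all test compounds in the run plus 3 SD, cut at about 38% in these data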
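Assay system: CHO-derived RD-HGA16 cells with stable Gα16 and human TAAR1; timing: 17-24 h seeding, 75 min 37 °C dye, 30 min RT; read-out: % activation from peak over basal fluorescence ratio, DMSO-to-PEA scaled; measured by: kinetic Fluo-8 calcium fluorescence; benchmarks: low control DMSO, high control PEA (EC100); doses: 3 µM single concentration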
CHO parental Ca: counter-screen for OX1R antagonists: effect in parental CHO cells. actives 0.63% (n = 330,000). parental CHO-K1, ATP-induced calcium, Fluo-8 fluorescence. AID 463079. inhibition, % at 5.6 µM;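 active means inhibition above that plate's mean sample inhibition plus 3 SD, cut at about 26% in these data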;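 further: 0% = ATP-challenged DMSO wells and 100% = DMSO wells without ATP; some compounds past the cut are filed as inactive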
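Material: parental CHO cells / Compound: single nominal dose of 5.6 µM per compound / Signal: Fluo-8 fluorescence / Replicates: singlicate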
* = called active by the depositor; · = not tested or not shown.

The opening two entries as a preview:
SMILES,TAAR1 antagonist,M1 antag,CHRM1 PAM,CHRM1 agonist,M1 PAM parental,CHO-K1 Ca antag,M1 ag parental,TAAR1 ag,CHO parental Ca
O=C1CC(c2ccccc2)=Nc2ccccc2N1,-5.0,1.1,-4.8,-3.4,-4.7,-15.7,0.3,8.3,-5.0
O=C(CCn1cccc1)NCc1ccccc1,0.4,10.2,-0.3,-3.2,-0.3,8.0,1.0,4.6,6.2

The list itself, repeating the preview:
SMILES,TAAR1 antagonist,M1 antag,CHRM1 PAM,CHRM1 agonist,M1 PAM parental,CHO-K1 Ca antag,M1 ag parental,TAAR1 ag,CHO parental Ca
O=C1CC(c2ccccc2)=Nc2ccccc2N1,-5.0,1.1,-4.8,-3.4,-4.7,-15.7,0.3,8.3,-5.0
O=C(CCn1cccc1)NCc1ccccc1,0.4,10.2,-0.3,-3.2,-0.3,8.0,1.0,4.6,6.2
Cc1ccc2ncc(S(=O)(=O)c3ccccc3)c(N3CCCCC3C)c2c1 (stereo not given),-16.4,0.7,-7.6,-2.7,-0.9,4.4,-0.5,-1.8,43.6*
Cc1ccc2c(Cl)c(C(=O)NCCc3ccccc3)sc2c1,-29.1,-6.7,0.4,-6.5,20.2,-7.5,1.7,1.7,-23.5
O=C(CCCOC(=O)c1ccc(O)cc1O)c1ccc(F)cc1,18.7,15.7,-9.3,-0.5,-4.0,-10.9,5.4,2.4,-3.1
CC(CNC(=O)c1ccc(NC2=NC3CS(=O)(=O)CC3S2)cc1)c1ccccc1 (stereo not given),1.7,-13.8,7.8,-2.5,17.7,-7.1,0.8,-0.4,0.1
COc1ccccc1/C=C/C(=O)NC(=S)N1CCOCC1,-8.4,4.6,1.2,-3.8,-8.5,0.7,0.3,-0.1,-11.9
CC(OC(=O)c1ccc2c(c1)S(=O)(=O)c1ccccc1C2=O)C(N)=O (stereo not given),8.9,-4.6,8.9,-3.0,14.8,-5.4,2.9,1.6,-5.4
CCc1nc2c(OCCc3cccc(OC)c3)cccn2c1N(C=O)Cc1ccccc1,1.7,-14.7,1.3,-5.3,-7.8,11.9,0.9,2.9,·
CCC(C)NS(=O)(=O)c1ccc(NC(=O)c2ccc([N+](=O)[O-])cc2Cl)cc1 (stereo not given),12.1,2.6,0.6,1.2,19.1,-4.8,0.3,14.7,16.6
CCOc1ccc(S(=O)(=O)NN=C(C)c2cccnc2)cc1,1.8,1.3,2.0,-2.8,-12.5,15.8,-0.3,11.1,-6.3
COc1cccc(NC(C)(C)c2nnnn2-c2c(C)cccc2C)c1,-1.1,-11.7,4.4,-3.3,15.2,-12.4,0.3,0.9,-9.3
O=C(Nc1nc2ccc(S(=O)(=O)N3CCCCC3)cc2s1)c1cccnc1,10.6,7.6,-13.9,0.4,-9.3,-8.6,6.7,12.1,-2.6
CC(C)c1ccc(NC2CCCN(C(=O)CCc3cnn(C)c3)C2)cc1 (stereo not given),-8.6,-0.2,-0.6,-1.9,-1.0,3.8,0.5,2.5,·
COc1ccc(C)cc1-n1nnnc1SC/C(O)=C(\C#N)c1nc2ccccc2[nH]1,13.9,0.3,-1.4,-0.6,6.5,3.7,4.8,8.8,-7.5
Cc1cc(C)c(C#N)c(SCC(=O)N2CCN(Cc3ccccc3)CC2)n1,4.5,-19.7,5.8,-6.5,5.9,-0.1,0.7,0.9,-27.4
CC1CCCCC1NC(=O)CN1CCN(Cc2ccccc2Cl)C1=O (stereo not given),-16.5,3.5,-5.8,-5.5,-3.5,13.4,0.6,5.6,-21.6
CCCCCN(C(=O)CCC(=O)OCC(=O)NC1CCC(C)CC1)c1c(N)n(CCCC)c(=O)[nH]c1=O (stereo not given),-5.7,3.5,4.9,0.5,1.2,7.4,-0.2,3.1,-15.1
CC(C)CN1CCN(Cc2ccc(C#CC(C)(C)O)cc2)CC1CCO (stereo not given),-7.1,23.1,-21.4,-8.0,11.0,-12.6,0.8,1.4,-8.9
CN(C)c1ccc(/C=N/NC2=NS(=O)(=O)c3ccccc32)cc1,6.4,-1.3,3.5,-3.9,-0.6,-12.0,1.0,-1.2,-7.3
CCCn1c(=S)[nH]c2cc(C(=O)N3CCc4ccccc43)ccc2c1=O,7.8,-4.3,5.2,-4.6,23.5,-6.1,1.3,17.8,-4.8
CCN(CC)S(=O)(=O)c1ccc(C(=O)NCc2n[nH]c(=S)n2-c2ccccc2OC)cc1,8.4,0.8,2.9,-2.1,10.8,-6.4,0.5,0.8,-0.1
COc1ccc(-c2nc(NC(=O)c3ccc(OCC(=O)N4CCOCC4)c(OC)c3)sc2C)cc1,44.1,-13.9,7.0,-3.8,6.0,1.1,1.0,19.1,0.0
CN(C(=O)COC(=O)C(C)(C)Oc1ccc(Cl)cc1)c1c(N)n(Cc2ccccc2)c(=O)[nH]c1=O,-4.8,-6.8,13.7,1.0,9.5,-18.0,0.3,0.8,-21.0
CC1CCC(C(=O)NC(C(=O)Nc2ccccn2)C(C)C)CC1 (stereo not given),-7.3,-7.7,8.0,0.4,11.1,-6.9,0.2,6.3,-9.6
CC1CC(C)(C)NC(=S)N1CCCC(=O)Nc1ccc(Br)cc1 (stereo not given),-10.8,-1.8,5.9,-6.1,3.8,-5.2,0.5,-1.0,-10.7
O=C(Nc1ccc(Oc2ccccc2)nc1)C1CCN(Cc2ccco2)CC1,1.7,-11.8,4.2,-5.1,1.6,0.4,1.1,5.0,-6.2
COc1ccccc1NC(=O)COC(=O)c1ccc([N+](=O)[O-])s1,-22.6,5.6,-3.6,-4.8,-10.3,-7.5,2.0,0.7,-13.5
C/C(=N\OCC(=O)Nn1c(C)nc2ccccc2c1=O)c1cccs1,-23.6,-10.5,5.6,-2.0,17.3,-3.0,1.4,1.4,-7.6
O=C(COc1ccc(F)cc1)Nc1nnc(C2CCCCC2)s1,-11.1,-14.3,13.9,3.0,19.5,13.2,-0.1,1.5,-18.3
COc1ccccc1CN1CC(C(=O)NC2CCOCC2)CCC1=O (stereo not given),8.9,-10.2,8.4,1.0,-3.2,9.4,1.1,0.9,2.0
Cc1nn(CC#N)c(=O)n1-c1ccccc1F,7.4,-20.7,1.0,-1.6,9.6,-1.4,0.0,8.7,6.8
Cc1cc(C)c2c(N)c(C(=O)c3ccc(Cl)c(Cl)c3)sc2n1,-8.0,-4.1,8.2,0.9,5.6,1.5,-0.7,2.0,-6.5
CCOc1ccccc1C(=O)NCC(=O)NCCCc1ccccc1,0.6,-9.0,6.5,-0.5,4.5,-11.6,0.8,-0.2,-3.6
Cc1ccc(N2C(=O)c3ccccc3C2Nc2cccnc2)nc1 (stereo not given),-29.2,-11.3,3.2,-4.9,0.7,5.3,-0.2,7.4,-8.1
O=C(c1ccc(Cl)cc1)C1CCN(C(=O)NC2CCCCC2)CC1,-21.1,-1.3,2.2,-3.4,16.1,-21.4,10.2,8.3,-12.3
C=C(C)COc1ccc2c(c1)CCC1C2CCC2(C)C(=O)C(=NO)CC12 (stereo not given),2.1,-13.9,15.2,3.7,10.6,-5.3,0.7,8.1,·
CN(C)CCCNc1ncnc2oc(-c3ccccc3)c(-c3ccccc3)c12,5.8,14.7,-17.5,-8.5,-2.8,-8.5,2.3,1.6,-0.2
CSc1nc(N)nc(C2CC2)n1,-8.7,9.5,-3.5,-2.9,6.3,-3.2,0.5,-0.2,-4.6
C=CCn1c(SCC(=O)Nc2ccccc2OC)nnc1-c1ccccn1,-9.9,-3.8,11.3,-2.7,-0.4,12.3,0.1,8.0,-5.5
CCCCOc1ccc(CSc2ncn[nH]2)cc1,17.1,5.1,-1.9,-3.2,-5.1,13.9,-0.2,6.0,3.1
COc1ccc(C2(C(N)=O)CCCCC2)cc1OC,-0.4,-14.3,12.1,-1.0,-4.3,2.3,0.0,-2.3,-8.7
Cc1cccc(NC(=O)CS(=O)(=O)c2cn(C)c3ccccc23)c1C,2.1,-2.8,1.9,-3.3,6.7,-8.1,0.7,1.2,-15.3
Nc1ncccc1OCc1ccc(Br)cc1,-1.7,2.9,-0.4,-6.2,0.9,-3.1,8.2,3.0,-6.0
CC(C)n1nnnc1-c1ccc(Cl)cc1,-8.0,-3.8,9.2,-10.4,24.2,-5.5,0.6,0.1,-3.9
COCCCn1c(SCC(=O)N2CCCC2=O)nc2ccccc2c1=O,7.9,-11.9,3.8,-1.6,7.4,-4.6,1.2,2.1,·
O=C(NNC(=O)c1sc2cccc(Cl)c2c1Cl)NC1CCCCC1,13.8,-4.6,8.5,-2.1,7.3,-7.0,0.0,13.2,-13.2
COC(=O)[C@H](CCSC)NC(=O)Cn1ccc(NC(=O)OCc2ccccc2)nc1=O,6.1,7.6,0.1,-1.6,-18.7,8.7,0.0,1.7,-0.2
O=C(O)CCCC(=O)NCCc1cccc(Cl)c1,-16.6,-10.9,11.9,1.6,-1.6,7.8,0.0,2.0,-8.8
COc1ccc([C@H]2CC(=O)C=C(c3ccc(C)c([N+](=O)[O-])c3)C2)cc1,26.2,-7.8,-6.0,-6.6,10.1,-16.8,0.7,0.7,-22.2

Further records
SMILES,TAAR1 antagonist,M1 antag,CHRM1 PAM,CHRM1 agonist,M1 PAM parental,CHO-K1 Ca antag,M1 ag parental,TAAR1 ag,CHO parental Ca
COc1cc(C(=O)N2CCC(N3CCCCCC3)CC2)cc(OC)c1OC,12.2,-11.7,6.9,-5.3,20.0,-17.5,0.4,-0.3,-2.4
COc1ccc(NS(=O)(=O)c2cc(NC(=O)c3cccnc3Cl)ccc2N2CCCC2)cc1,-6.9,-5.3,2.0,-3.2,-13.2,4.2,1.1,4.6,-2.5
CC(=O)N1CCN(C(=O)Nc2cccc(C(F)(F)F)c2)CC1,5.0,-24.5,-0.4,0.4,12.9,-1.8,0.4,4.4,-4.3
COc1ccc([N+](=O)[O-])cc1NC(=O)CCNC(=O)Cn1ccc2ccccc2c1=O,-6.7,2.0,10.7,-0.6,19.9,0.6,-0.2,6.0,4.8
Cc1ccc(S(=O)(=O)N2C[C@@H]3[C@H]4CC[C@H](C4)[C@@H]3[C@@H](C)[C@@H]2c2ccco2)cc1,-11.9,-14.6,4.8,-3.0,20.9,-15.3,0.3,0.0,-35.1
Cc1ccc(NC(=O)N2CCc3ccccc32)cc1C,-18.2,-6.9,6.8,-10.2,20.1,2.4,7.4,5.1,-16.3
CCCOC(=O)Nc1ccc(S(=O)(=O)Nc2ncccn2)cc1,7.1,-22.6,-0.9,-1.8,11.8,-3.5,0.4,0.5,7.2
O=C(CSc1nc2ncc(Cl)cc2[nH]1)Nc1cccc(F)c1,13.9,-8.7,3.5,4.7,10.5,-2.4,11.8,10.7,3.9

Taken from above.
O=C(CSc1nc2ncc(Cl)cc2[nH]1)Nc1cccc(F)c1 in M1 antag reads -8.7
COc1ccc([N+](=O)[O-])cc1NC(=O)CCNC(=O)Cn1ccc2ccccc2c1=O in CHRM1 PAM reads 10.7
